Source: PubChem (National Center for Advancing Translational Sciences (NCATS))
uPA surface inh – qHTS for Inhibitors of Cell Surface uPA Generation. cell surface uPA generation assay, qHTS. Potency, µM (highest dose often 38.3 µM), inactives show at the highest dose activity change, negative = inhibition, actives largely listed as inhibitors. 330,000 tested, 0.31% active; active = well fitted inhibition curve with a large enough effect; inconclusive = small, poorly fitted or top-dose-only effect; inactive = no such curve, though single readings can be large or run the other way; tested in mouse RAW 264.7 cells; note: potency is the fitted concentration of half-maximal effect; nearly all actives have a fitted effect of over 55% in size
Eya2 phos inh – qHTS Assay for Inhibitors of the Phosphatase Activity of Eya2; recombinant Eya2, OMFP fluorescence dephosphorylation (OMFP is methylfluorescein phosphate); 330,000 tested, 0.006% active; Potency, µM (doses to about 76.9 µM), for inactives: at the highest dose activity, negative = inhibition, usual class: inhibitors; note: potency is the fitted concentration of half-maximal effect
Target sequence (O00167 whole entry, looked up): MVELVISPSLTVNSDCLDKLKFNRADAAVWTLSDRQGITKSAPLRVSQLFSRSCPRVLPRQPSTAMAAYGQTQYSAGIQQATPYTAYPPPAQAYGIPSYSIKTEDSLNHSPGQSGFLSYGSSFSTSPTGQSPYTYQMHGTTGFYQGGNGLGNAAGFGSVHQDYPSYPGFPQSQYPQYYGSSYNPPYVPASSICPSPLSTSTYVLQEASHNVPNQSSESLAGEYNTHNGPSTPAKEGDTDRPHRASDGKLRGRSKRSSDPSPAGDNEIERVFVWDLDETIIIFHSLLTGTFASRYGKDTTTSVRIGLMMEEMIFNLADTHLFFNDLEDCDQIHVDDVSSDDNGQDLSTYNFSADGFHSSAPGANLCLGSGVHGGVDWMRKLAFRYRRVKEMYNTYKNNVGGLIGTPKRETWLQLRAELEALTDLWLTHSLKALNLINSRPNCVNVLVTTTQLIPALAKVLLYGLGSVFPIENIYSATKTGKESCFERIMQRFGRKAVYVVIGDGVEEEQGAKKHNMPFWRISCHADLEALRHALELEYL
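Eya2 (0.2 uM) preincubated 10 min at ambient with compound, then OMFP substrate added at 50 uM; 10 min reaction in 50 mM HEPES pH 7.5, 50 mM NaCl, 5 uM MgCl2, 0.05% BSA, 1 mM DTT. Fluorescence read at Ex 485/Em 525 nm.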
KCNH2 3.1 inh – qHTS for Inhibitors of KCHN2 3.1: Mutant qHTS. Potassium voltage-gated channel subfamily H member 2, brain isoform KCNH2 3.1 (human). U2OS KCNH2 3.1, thallium flux FluxOr; active compounds read low. activity change, % (tested at about 1.8 µM). 340,000 tested, 0.95% active;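 active = maximum activity change below -70%; inconclusive = maximum activity change from -70% to -50%; inactive = maximum activity change above -50%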;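 note: thallium influx rate constant from kinetic fluorescence after stimulation buffer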
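FluxOr-based Tl+ influx in U2OS cells transduced with KCNH2 3.1 virus; rate constants normalized to DMSO controls.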
GALK inhibitor – qHTS Assay for Inhibitors of Human Galactokinase (GALK); P51570; Purified GALK, Kinase-Glo residual ATP luminescence; Potency, µM (series often up to 57.5 µM), for the others: at the highest dose activity change, negative = inhibition, actives largely listed as inhibitors; 270,000 tested, 0.007% active; AID 1868, 2009; note: potency is the fitted concentration of half-maximal effect
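Compounds were pin-transferred into ATP buffer (35 uM final), then GALK plus galactose (5 nM, 100 uM final) was added. After 1 h at room temperature, Kinase-Glo Plus was added and luminescence read after 10 min.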
Coupling enz – qHTS Assay for Inhibitors of Fructose-1,6-bisphosphate Aldolase from Giardia Lamblia: Coupling assay counterscreen | coupling enzyme system counterscreen, AmpLite Red fluorescence | 290,000 tested, 0.67% active | activity change, negative = inhibition, % at 58.2 µM, hits read low; in the data active = activity change below about -30%
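Final compound at 57.5 uM, incubated 10 min at RT with coupling enzyme reagent (glyceraldehyde-3-phosphate), then 20 min with substrate and AmpLite Red detection. Fluorescence read at 525/598 nm; tests interference with the coupling assay, not aldolase inhibition.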
BCR signal inh – qHTS Assay to Find Inhibitors of Chronic Active B-Cell Receptor Signaling | ABC-DLBCL IkBa-CBG/CBR reporter, luminescence ratio, 4 h | AID 493014, 2011 | Potency, µM (series often up to 46.1 µM), for the others: top-dose ratio change, negative = lower green/red ratio, actives largely listed as inhibitors | 340,000 tested, 0.05% active; active = well fitted inhibition curve with a large enough effect in the signal ratio, with a control signal flat, not every such curve was filed as active; inconclusive = small, poorly fitted or top-dose-only effect, or effect the other way, or a change in a side signal; the % refers to the signal ratio;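 note: potency is the fitted concentration of half-maximal effect; plate controls were basal doxycycline-induced cells for no effect and cells given 10 µM MG132 for full effect; MG132 reads +100%, hits lower the ratio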
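Doxycycline induced both beetle luciferases in TMD8 lymphoma cells; IKK-driven degradation limits the IkappaBalpha-fused green signal, while red luminescence normalises for cell number and nonspecific effects. Compounds tested up to 46 uM, 4 hrs.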
B2AR arrestin – qHTS assay of beta-arrestin-biased ligands of beta2-adrenergic receptor; Beta-2 adrenergic receptor (Homo sapiens), P07550; beta-arrestin recruitment to beta2AR, cell-based reporter; Potency, µM (titrated, usually from 46.1 µM), inactives show top-dose activation, hits mostly activators; 330,000 tested, 0.02% active; AID 492947, 2010;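 note: potency is the fitted concentration of half-maximal effect; 0% = DMSO controls and full agonism = EC100 isoproterenol or metaproterenol; nearly all actives have a fitted effect of over 65% in size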
Target sequence (P07550 whole entry, looked up): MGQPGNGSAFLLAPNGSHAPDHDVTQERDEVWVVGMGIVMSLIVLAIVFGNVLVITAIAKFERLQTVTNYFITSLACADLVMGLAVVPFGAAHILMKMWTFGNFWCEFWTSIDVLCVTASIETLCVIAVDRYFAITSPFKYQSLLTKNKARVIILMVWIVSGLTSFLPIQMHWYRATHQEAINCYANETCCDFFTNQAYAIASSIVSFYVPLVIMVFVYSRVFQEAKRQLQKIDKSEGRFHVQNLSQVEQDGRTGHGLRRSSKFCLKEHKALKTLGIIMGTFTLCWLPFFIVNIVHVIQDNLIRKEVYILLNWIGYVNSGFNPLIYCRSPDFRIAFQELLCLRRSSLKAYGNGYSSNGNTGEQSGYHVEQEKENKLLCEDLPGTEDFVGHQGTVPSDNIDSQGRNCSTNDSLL
USP2a inh – qHTS Assay for Inhibitors of Ubiquitin-specific Protease USP2a Using CHOP2 as the Reporter | Ubiquitin carboxyl-terminal hydrolase 2 (Homo sapiens), O75604 | USP2 core, Ub-CHOP2 coupled fluorogenic reporter, 485/531 | 330,000 tested, 0.01% active | Potency, µM (top dose mostly 38.3 µM), for the others: top-dose activity change, negative = inhibition, actives largely listed as inhibitors | AID 463254, 2010;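 note: potency is the fitted concentration of half-maximal effect; plate controls were DMSO wells for no effect and full inhibition by NEM control for full effect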
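USP2 core (10nM final) preincubated 30min RT with compound in 20mM Tris-HCl pH 8.0, 2mM CaCl2, 2mM beta-mercaptoethanol, 0.05% CHAPS; 25nM Ub-CHOP2 plus 25nM reporter substrate added, fluorescence (Ex485/Em531) read after 60min.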
Giardia killer – Small Molecules that selectively kill Giardia lamblia: qHTS; activity change, % at 7.66 µM, hits read low; 340,000 tested, 0.15% active; Giardia lamblia trophozoite viability; in the data active = activity change below about -80%; inconclusive = between about -30% and that limit;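 note: parasites exposed to compound for two days anaerobically before the ATP read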
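Trophozoites 100 cells/well + cpd; 48 hrs, 37 deg C, anaerobic. ATPLite 1-Step added, 15-30 min RT, luminescence read (ATP-based viability).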
PKM2 act – qHTS Assay for Activators of Human Muscle isoform 2 Pyruvate Kinase; Pyruvate kinase PKM (Homo sapiens), P14618; purified PKM2, Kinase-Glo ATP luminescence, activation; response scale: 0% is enzyme alone, no compound; Potency, µM (highest dose often 57.5 µM), for inactives: at the top dose activation, most hits filed as activators; 260,000 tested, 0.34% active; AID 1631, 2009; note: potency is the fitted concentration of half-maximal effect; nearly all actives have a fitted effect of over 55% in size
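Kinase-Glo luminescence reports ATP generated from ADP (0.1 mM) and PEP (0.5 mM) by purified hPK-M2 after 1 h at room temperature, pH 7.2 imidazole buffer; intermediate enzyme activity allows detecting inhibitors and activators.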
hERG WT inh – qHTS for Inhibitors of KCHN2 3.1: Wildtype qHTS | U2OS, BacMam KCNH2, thallium flux FluxOr; active compounds read low | activity change, % at 1.84 µM | 340,000 tested, 0.37% active | AID 720551, 2013;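 active = maximum activity change below -70%; inconclusive = maximum activity change between -70% and -50%; inactive = maximum activity change above -50%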
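U2OS cells were transduced with wild-type KCNH2 virus (2.03 x 10^8 / mL) for 4 h at room temperature, then cultured overnight at 37 C. Thallium flux was read with FluxOr dye. Rate constants were normalized to DMSO controls.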
* marks the source's active call; other numbers are inactive results; ? = inconclusive; . = no result given; & = joins results of further samples; [ ] = dose if it differs, or a comment. Unless noted, calls come from the whole dose curve; as a rule, active = well fitted curve in the direction sought with a large enough effect; inconclusive = small, poorly fitted or top-dose-only effect, or another doubt; inactive = no such curve, though single readings can be large; an effect the other way counts as inactive or inconclusive. Unless noted, % is set by controls: 0 for no effect and ±100 for the full control effect.

structure,BCR signal inh,Eya2 phos inh,USP2a inh,PKM2 act,hERG WT inh,B2AR arrestin,Coupling enz,GALK inhibitor,Giardia killer,uPA surface inh,KCNH2 3.1 inh
CC1=CC(=O)C=CC1(C)C(Cl)Cl (configuration not stated),?,-9%,0%,-12%,9,0.1%,4,.,-14,2%,-4
CCCN(C(=O)c1cn(C)c(=O)c2ccccc12)c1ccccc1C,-1%,?,-7%,.,11,0.4%,0,-2%,-9,6%,12
Cc1ccc(C(=O)/C=C/Nc2ccccc2C(N)=O)o1,.,.,.,-5%,-25,.,-1,1%,-8,?,2
C[C@@H](O)C1NC(=O)[C@H](CCCCN)NC(=O)c2cc([N+](=O)[O-])cc(I)c2NCCC[C@@H](C(N)=O)NC1=O (some centres not stated),-1%,6%,2%,4%,.,-0.4%,4,.,-12,-12%,.
O=C(COC(=O)C12CC3CC(CC(O)(C3)C1)C2)Nc1ccc(Cl)cc1F,-13%,-5%,1%,.,-6,-0.1%,.,.,-13,14%,-32
C=CCn1c(SCC(=O)Nc2cc(C)on2)nc2sc(C)c(C)c2c1=O,-16%,-1%,3%,4%,-4,-0.2%,2,0%,10,14%,-6
Cc1cc(Br)ccc1N=C1C(=O)Nc2ccccc21,-5%,-8%,12%,.,-4,-1.0%,-5,-4%,-7,1%,-15
Cc1ccc(NC(=O)[C@@H]2CCCN2S(=O)(=O)c2ccc(Cl)cc2)cc1,0%,-6%,0%,.,-3,-0.5%,.,.,10,15%,5
Cc1ccccc1N=Cc1cc2c(cc1O)OC(N)=C(C#N)C2c1ccccc1 (configuration not stated),?,44%,1%,16%,1,6.3%,-15,-2%,19,-6%,5
CCc1ccccc1N(C)C(=O)CCc1nc(-c2ccc(C)cc2)no1,-1%,9%,-4%,-2%,-14,-0.4%,-3,4%,-7,-3%,10
COc1ccc(OCC(=O)N/N=C2\CCCc3ccccc32)cc1,-22%,1%,3%,0%,2,-0.5%,0,-4%,-9,3%,-17
O=S1(=O)[C@H]2CC3O[C@]2(C[C@@H]3c2ccc(F)cc2)CN1Cc1ccc(Cl)cc1,10%,-3%,3%,-2%,5,-0.2%,2,1%,2,-4%,-13
O=C(c1ccncc1)N1CCCC(N2CCN(c3cccc(C(F)(F)F)c3)CC2)C1 (configuration not stated),1%,-10%,0%,6%,26,-1.1%,.,-7%,17,3%,7
O=C(NCC1CC1)C1(C(F)(F)F)CC(CCCO)CCCO1 (configuration not stated),.,.,.,.,-1,.,0,.,7&-2,15%,21
O=C(COC(=O)c1ccc(C(F)(F)F)cc1)Nc1cccc(S(=O)(=O)N2CCCCC2)c1,1%,-11%,-1%,.,2,-0.8%,.,.,-6,5%,-12
CCOc1ccc(NC(=O)C2CCC(N3C(=O)C4CC=CCC4C3=O)CC2)cc1 (configuration not stated),1%,-4%,2%,-6%,3,0.3%,0,4%,12,-2%,6
O=C(CCc1ccc(S(=O)(=O)N2CCOCC2)cc1)NCCCN1CCCC1=O,0%,15%,0%,-2%,9,-0.5%,2,4%,-1,-16%,-4
CCCc1nc2ccccc2c(=O)n1/N=C/c1ccc(O)c(O)c1,?,-7%,1%,?,5,-1.9%,1,7%,1,-11%,24
C#CCSc1nc(-c2ccccc2)cc(C(F)(F)F)c1C#N,9%,-19%,5%,3%,-4,-0.3%,4,-1%,26,-1%,1
O=C(O)CCC(=O)NC(c1ccccc1)c1ccccc1,0%,-5%,0%,-1%,-16,0.3%,3,6%,21,.,7
CC(C)c1nnc(NC(=O)c2ccc3c(c2)OCO3)s1,-1%,3%,-1%,-7%,1,0.2%,-4,-2%,?,-9%,-2
NS(=O)(=O)c1ccc(N2C(=O)C3CC=CCC3C2=O)cc1 (configuration not stated),1%,-4%,2%,0%,2,0.3%,3,8%,1,12%,7
CCN(CC)S(=O)(=O)c1cccc(NC(=O)COC(=O)CNC(=O)c2cccc(F)c2)c1,?,-10%,2%,0%,-12,-0.3%,2,0%,27,-13%,-6
CCOc1ccc(CCNC(=O)c2ccc(C)c(NC3=NC4CS(=O)(=O)CC4S3)c2)cc1 (configuration not stated),-8%,1%,0%,.,-12,0.3%,.,5%,-26,0%,5
CCCNC(=O)COC(=O)/C=C/c1ccc2c(c1)OCO2,5%,9%,2%,-15%,-1,-0.8%,0,1%,-26,8%,-4
CN(C)CCNC(=S)Nc1ccc(-c2nc3ccccc3[nH]2)cc1,?,0%,0%,.,.,0.1%,0,0%,-26,-28%,3
Cn1c(-c2ccc3c(c2)OCO3)cnc1NCc1cccc(O)c1,?,-3%,1%,20%,.,0.5%,0,-3%,-7,-3%,-2
Cc1onc(-c2ccccc2)c1C(=O)NNC(=O)c1ccccc1,0%,16%,-1%,.,-25,-0.2%,.,.,5,-10%,8
Cc1ccc(NC(=O)c2ccc([N+](=O)[O-])o2)cc1C,?,-8%,0%,-20%,-9,0.0%,-6,5%,-94*,-13%,-8
C=CCCC(=O)N1CCC(n2nccc2NC(=O)c2ccccc2C)CC1,1%,-4%,-7%,-5%,-11,-0.1%,.,2%,-5,10%,21
O=c1[nH]c(SCc2ccccc2Cl)nc2c1cnn2-c1ccccc1,?,6%,-1%,-6%,12,-0.2%,0,-8%,9,-8%,2
CCOC(=O)Cn1c(=O)oc2cc(S(=O)(=O)N(C)c3ccc(OC)cc3)ccc21,?,3%,3%,4%,-2,-1.6%,4,.,-12,1%,-8
CC(/C=C/c1ccccc1)=N/NC(=O)CNC(=O)c1ccccc1F,?,5%,7%,0%,-5,-1.0%,2,-1%,4,-3%,9
CCOCCCn1c(SCC(=O)Nc2cccc(S(=O)(=O)NC3=NCCCCC3)c2)nc2ccccc2c1=O,2%,11%,2%,6%,3,1.1%,2,1%,-17,5%,10
O=c1c(-c2ccc(O)cc2O)coc2cc(O)cc(O)c12,?,-5%,-4%,0%,4,0.5%,3,-1%,10,-15%,2
CCNC(=O)NC(=O)COC(=O)CCCSc1nc2ccccc2s1,?,2%,0%,3%,-15,-1.8%,3,2%,8,-6%,4
C=CCOC(=O)C1=C[C@H](c2cn(C(C)=O)c3ccccc23)C[C@H](OCCCCO)O1,?,-9%,5%,2%,0,0.4%,7,2%,-2,6%,-27
O=C(CCc1ccccc1)N/N=C\C1CC=CCC1 (configuration not stated),?,-2%,-2%,-9%,-9,0.2%,.,6%,-4,0%,3
CN1C=CC=C/C1=C1/SC(=S)N(Cc2ccccc2)C1=O,1%,1%,3%,9%,15,-0.2%,-3,1%,12,3%,-6
CCN(CC)c1ccc(/C=N/NC(=O)c2cccc(S(=O)(=O)N3CCOCC3)c2)c(O)c1,-1%,12%,-1%,0%,-12,0.0%,-7,-1%,3,-10%,-19
O=C1NCCN1Cc1cccc(Cl)c1,-7%,-10%,3%,-9%,-6,0.5%,-3,-3%,4,.,13
Cc1coc2c(C)c3oc(=O)c(CCC(=O)NCc4ccccn4)c(C)c3cc12,-11%,-1%,1%,2%,1,-1.0%,-2,.,11,4%,0
Cc1c(C(=O)Nc2nonc2-c2ccc(F)cc2)oc2ccc(F)cc12,?,-17%,-3%,-13%[0.46 µM],4,-0.2%,-4,2%,-6,7%,-15
CCOC(=O)c1c(NC(=O)COC(=O)c2cnc(C)cn2)sc(C(=O)N(C)C)c1C,?,3%,1%,.,4,0.2%,.,.,-6,16%,0
c1ccc(Nc2c3c(nc4ccccc24)CCC3)cc1,-2%,-6%,1%,0%,9,0.1%,2,0%,-3,-4%,-7
O=C(N/N=C/c1cccnc1)c1ccc(NC(=O)c2cccc(Cl)c2)cc1,7%,-5%,-1%,2%,-2,0.0%,1,15%,-3,7%,7
O=C(COc1ccc(Cl)cc1Cl)N/N=C/c1cccnc1,-4%,-33%,2%,.,0,-0.3%,0,-1%,-1,4%,3
O=C(Nc1ccncc1)c1ccc(C(=O)Nc2ccncc2)cc1,-1%,-6%,4%,.,.,-0.1%,0,10%,-15,8%,-6
